Screens deposited in PubChem BioAssay by several laboratories.
Insulin prom up – insulin promoter activators in MIN6 cells, imaging, high-content screening, mouse beta cells; MIN6 insulin promoter-GFP reporter; active compounds read high; z-score at 5 µM; 0.3% of 190,000 active; AID 1625, 2009;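 active means z-score above 3 at 5 µM with at least 500 cells counted in the well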
Yfh1-off respiration – enhancers of respiration in Yfh1-depleted yeast, dose response, Friedreich's ataxia, plus single-dose screen (AID 1465) | 0.074% of 220,000 active | one-dose fold induction at 50 µM; EC50 in µM for titrated hits | S. cerevisiae Yfh1-off respiration, WST-1 reduction, 72 h; higher fold induction means a stronger effect;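 active means fold induction of absorbance versus untreated yeast above a set limit, then at least 30% activation at any dose in follow-up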;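 further: activators that raise dye reduction in frataxin-depleted yeast; strong numbers were not always called active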
Dynein transport – inhibitors of GR-EGFP nuclear translocation, primary screen, dynein cargo transport inhibitor project, imaging, high-content, 3617.4 mouse cells. test concentration mostly 20 µM; stimulated with dexamethasone, 1 µM; active compounds read low. z-score, hits read low. 0.47% of 220,000 active. AID 1381, 2008;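 active means plate z-score of nuclear minus cytoplasmic receptor signal below a set negative limit, without overly bright fluorescence or cell loss, cut at about -3.5 in these data, passing the limit was not always enough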;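 further: z-score of nuclear minus cytoplasmic ring GR-EGFP intensity difference per well; some compounds called inactive have numbers as strong as hits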
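Buffer or medium: tetracycline-free induction medium containing charcoal-stripped FBS / Reagent: dexamethasone agonist, 1.0 µM final, for 30 min / Technique: automated 10x imaging of fixed Hoechst-stained cells / Times: induction 48 h, compound 1 h, agonist 30 min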
MT stabilize HCS – microtubule stabilizers in HeLa cells, primary screen, imaging, high-content imaging | HeLa tubulin immunostaining HCS, 24 h; share of cells brighter than vehicle mean+2SD | % tubulin-high responders, % at 10 µM | 0.83% of 200,000 active | AID 2205, 2009;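 active means plate Z-score above 3 for both tubulin-high and condensed-nucleus cell shares, with cell loss under 80%, at 10 µM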;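 further: anti alpha tubulin signal scored within the nucleus-defined area of each cell; some results filed as inactive read as strong as hits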
HEK293 NOD2/NF-kB – NOD2 signaling inhibitors, cell-based, luminescence, uHTS, HEK293 (AID 1566). HEK293 NOD2/NF-kB luciferase reporter, luminescence; higher % means a stronger effect. one-dose inhibition, % at 4 µM; EC50 in µM for titrated hits. 0.63% of 290,000 active; in the data active means inhibition above about 50%; further: many of its hits are not listed in these tables
Autophagy HCS – autophagy modulators in MEF cells, primary screen, imaging, high-content, MEF GFP-LC3 | MEF GFP-LC3 puncta imaging; test concentration mostly 10 µM | calls only at 10 µM (by protocol) | AID 463193, 2010 | 0.98% of 190,000 active;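 active means percentage of spot-positive cells more than 3 SD above its plate mean, without a fluorescence outlier flag or 80% toxicity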;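 further: spot-positive cell cutoff set from DMSO-treated cells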
b-catenin transl – modulators of beta-catenin nuclear translocation, primary screen, imaging, HeLa cells, immunofluorescence, high-content | nuclear translocation activity, % at 5 µM | AID 1665, 2009 | 0.3% of 190,000 active;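 active means nuclear translocation activity above 50% at 5 µM, with a well cell count of 50 or more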;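 further: per-cell ratio of nuclear to cytoplasmic median beta-catenin stain intensity; plate controls were DMSO negative control for no effect and GSK-3 inhibitor IX positive control for full effect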
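test system = HeLa cells, endogenous beta-catenin | dosing = single 5 µM dose plus 0.02–20 µM confirmation series | times = compound treatment 24 h, 37°C, 5% CO2 | technique = beta-catenin immunofluorescence imaging with DAPI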
NOD1 NF-kB reporter – NOD1 signaling inhibitors, primary screen, cell-based, luminescence, uHTS (AID 1578) | NOD1-driven NF-kB luciferase reporter cells, luminescence; higher % means a stronger effect | one-dose inhibition, % at 4 µM; EC50 in µM for titrated hits | 1% of 290,000 active; in the data active means inhibition mostly above about 36%, no sharp cut-off; inactive means mostly below about 34%;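 further: HEK-293T reporter cells stimulated with the NOD1 agonist gamma-tri-DAP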
M17LAP inhibition – P. falciparum M17LAP inhibitors, primary screen, biochemical, fluorogenic H-Leu-NHMec substrate, 1536-well (AID 1619). 0.38% of 220,000 active. Leucine aminopeptidase (Plasmodium falciparum (isolate 3D7)). recombinant M17LAP, H-Leu-NHMec fluorogenic kinetic assay; higher % means a stronger effect. inhibition, % at 30 µM, or IC50 in µM where a hit was titrated;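 active means compound inhibiting the enzyme by more than half at any dose during confirmatory dose-response retesting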;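 further: plate controls were full reaction with DMSO carrier for no effect and no enzyme background for full effect; strong numbers were not always called active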
Dynein transport cytoplasmic EGFP – second read-out of Dynein transport, no call of its own (marks repeat the call); z-score; measured here: cytoplasmic GR-EGFP intensity; active compounds read high
Dynein transport nuclear GR-EGFP – recorded beside Dynein transport, whose call it bears; z-score; measured here: nuclear GR-EGFP intensity;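 lower value marks the stronger effect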
Dynein transport cell count – further read-out of Dynein transport, marked with its call; z-score; measured here: cell count per field
Insulin prom up cell count – recorded beside Insulin prom up, whose call it bears; cell count; measured here: cytotoxicity, nuclei count;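 total cells summed across four imaged fields per well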
b-catenin transl cell count 5 µM – second read-out of b-catenin transl, no call of its own (marks repeat the call); cell count; measured here: cell count, cytotoxicity flag
MT stabilize HCS Hoechst-high % – second read-out of MT stabilize HCS, no call of its own (marks repeat the call); % Hoechst-high responders; measured here: nuclear condensation Hoechst responders;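 share of cells brighter than vehicle mean plus two SD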
MT stabilize HCS cytotoxicity % – further read-out of MT stabilize HCS, marked with its call; toxicity, %; measured here: cytotoxicity by cell density;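 0% = mean cell density of plate MIN control wells and 100% = no cells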
Autophagy HCS cell loss 18 h – also measured in Autophagy HCS; calls as there; toxicity, %; measured here: cell loss, nuclei count;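 cell loss after 18 h compound exposure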
The depositor's hits bear a star; i = inactive; · = no result given. Not all compounds are listed (hit frequency here may not be typical).

SMILES	Insulin prom up	Insulin prom up cell count	Yfh1-off respiration	Dynein transport	Dynein transport cytoplasmic EGFP	Dynein transport nuclear GR-EGFP	Dynein transport cell count	MT stabilize HCS	MT stabilize HCS Hoechst-high %	MT stabilize HCS cytotoxicity %	HEK293 NOD2/NF-kB	Autophagy HCS	Autophagy HCS cell loss 18 h	b-catenin transl	b-catenin transl cell count 5 µM	NOD1 NF-kB reporter	M17LAP inhibition
O=S(=O)(CC(O)COc1ccc(Br)cc1)c1ccccc1 (stereo not given)	-0.39	993	i	1.9	-0.065	1.4	-2.5	·	·	·	7%	·	·	0.9	1350	-4%	3%
Oc1ccc(Nc2ccnc3cc(Cl)ccc23)cc1	0.18	1238	i	-1.2	0.29	-0.53	0.83	·	·	·	11%	·	·	-0.5	1041	53%*	-6%
Cc1ccc(N(CC(=O)NCCSCc2ccco2)S(C)(=O)=O)cc1	·	·	i	-0.14	-0.29	-0.94	0.45	3.0	1.4	4.3	13%	i	-2	·	·	28%	9%
CCOc1ncccc1C(=O)N1CCN(S(=O)(=O)c2ccccc2)CC1	-0.36	1345	i	0.49	-0.35	-0.35	0.48	1.9	2.3	3.7	-14%	i	33	-3.5	1151	-38%	4%
Cc1sc2nc(C3CC3)nc(SCC(=O)N3CC(=O)Nc4ccccc43)c2c1C	·	·	i	0.56	-0.18	0.42	0.059	8.4	7.9	4.9	4%	i	11	·	·	16%	-5%
O=C(CSc1nccc(=O)[nH]1)N1CCN(c2ccccc2)CC1	0.23	1526	i	-1.1	-0.31	-0.5	0.74	2.0	1.4	3.0	-7%	i	-38	-1.6	1039	-35%	6%
CCC(=O)Nc1ccccc1C(=O)C(=O)Nc1ccccc1	0.38	1246	i	-0.36	-0.25	0.16	0.49	1.9	1.8	7.0	-11%	i	13	2.2	1057	-15%	9%
Cc1cc(=O)n2[nH]nnc2n1	-0.05	1309	i	0.49	0.071	0.28	-0.59	·	·	·	10%	·	·	2.4	864	-10%	12%
Cc1ccc(N2CC(C(=O)Nc3ccccc3C(=O)NC3CCCCC3)CC2=O)cc1C (stereo not given)	·	·	i	-1.1	-0.22	-0.36	-0.33	2.8	2.9	5.5	·	i	3	·	·	·	·
COc1ccc(Br)cc1/C=N/Nc1cccc(C(=O)O)c1	0.24	1400	i	0.0088	-0.29	-0.22	1	2.3	2.8	5.7	-51%	i	-8	-0.5	1086	-32%	25%
C=CCOc1c(CCC)cc(CCC)cc1C(N)=O	-0.42	1134	i	0.012	-0.087	0.0077	-0.077	·	·	·	15%	·	·	0.1	1285	3%	-2%
O=C(CCNS(=O)(=O)c1cccc2nonc12)NC1CCCCCC1	0.12	1267	i	0.22	-0.32	-0.42	0.5	1.4	3.2	6.9	8%	i	-11	-0.8	1155	-21%	5%
COc1ccc(NC(=O)CCC(=O)N(Cc2ccc(OC)c(OC)c2)c2nccs2)cc1	0.39	1462	i	0.73	-0.12	0.77	0.26	2.9	2.6	9.6	6%	i	1	3.1	1142	-29%	5%
c1ccc(-c2c[nH]c3[n+]2CCCCC3)cc1	0.61	812	i	2.3	-0.15	2	-1.2	2.4	1.0	8.1	-5%	i	-26	·	·	4%	-3%
CCSc1nnc(NC(=O)CSc2nccn2-c2cccc(C)c2)s1	-0.19	1612	i	0.39	-0.21	0.39	0.34	2.5	1.6	4.4	20%	i	4	0.0	1320	-46%	23%
NNC(=O)CN(CCc1ccccc1)S(=O)(=O)c1ccc(Cl)cc1	0.13	1447	i	0.14	-0.29	-0.093	0.11	7.3	2.6	5.7	14%	i	12	0.1	1498	-23%	0%
CCn1c(-c2ccc(C(C)(C)C)cc2)n[nH]c1=S	0.3	1895	i	0.11	0.32	0.48	-0.96	3.8	4.7	3.0	9%	i	15	1.9	1017	-4%	-7%
COC(=O)C1=C(C(=O)OC)[C@@H]2N(Cc3ccccc3)c3ccccc3[C@@]23C[C@@H](C(=O)OC)N=C3N1	0.64	871	i	-0.5	-0.72	-0.18	0.14	·	·	·	7%	·	·	-0.7	1209	-8%	5%
O=C(CSc1nc2ccccc2o1)Nc1cc(C(F)(F)F)ccc1N1CCOCC1	-0.55	894	i	0.28	-0.077	0.92	-0.52	1.6	1.4	10	10%	i	-20	-0.2	1203	-29%	13%
CCOC(=O)N/N=C1\CCS(=O)(=O)c2ccc(Cl)cc21	0.79	1403	i	-0.41	-0.094	-0.15	0.048	·	·	·	-2%	·	·	-3.0	1065	6%	-5%
O=C(CCNc1cc(Cl)cc(Cl)c1)c1ccco1	1.7	1264	i	0.34	-0.21	0.41	-0.69	1.7	3.1	1.2	-1%	i	1	-2.2	1169	-17%	10%
COc1ccc(N2CCN(c3nc(Nc4ccc(C)c(F)c4)nc(N4CCCC4)n3)CC2)cc1	-0.55	1184	i	0.58	-0.21	-0.054	0.14	3.7	3.8	5.1	16%	i	1	0.1	1093	-26%	0%
NC(N)=NC1=NC(=O)C(Cc2ccccc2)S1 (stereo not given)	·	·	i	0.16	-0.32	0.0074	0.66	1.6	1.7	4.1	-2%	i	5	0.4	1560	27%	8%
O=C(CCc1ccc(S(=O)(=O)N2CCOCC2)cc1)Nc1cc(Cl)ccc1N1CCOCC1	-2.1	1149	i	0.16	-0.3	0.25	-0.36	6.5	2.7	13	-8%	i	7	-1.6	1501	-16%	3%
N#Cc1c(Nc2ccccc2)sc(C(=O)c2ccccc2)c1N	-0.76	1791	i	0.019	-0.23	-0.54	0.66	1.1	1.4	0.5	19%	i	13	1.2	1036	1%	-68%
CCOC(=O)c1c(NC(=O)c2ccccc2)sc2c(O)c(CN(CC)CC)ccc12	-2.6	652	i	-0.041	-0.24	-0.0037	-0.54	2.5	2.1	5.6	-12%	i	13	-5.4	927	-63%	4%
O=C(NCc1cccnc1)C(=O)NC1CCCCC1	0.12	1648	i	2.7	-0.1	2	-1.9	1.8	2.5	15	-3%	i	-18	1.2	905	-27%	·
CC(C)CC1NC(=S)N(Cc2ccccc2)C1=O (stereo not given)	-0.31	1206	i	0.13	-0.26	-0.08	-0.1	3.3	3.2	3.1	9%	i	-3	2.8	527	-13%	-3%
CS(=O)(=O)N(CC(=O)NC1CCCCC1)Cc1ccc(Cl)cc1	0.29	863	i	0.025	-0.25	0.063	-0.28	1.4	1.4	4.3	-2%	i	-4	-1.2	1031	18%	4%
COc1ccc(-c2c(=O)n(OCc3ccccn3)c3ccccc3[n+]2[O-])cc1OC	·	·	i	2	0.025	1.4	-2.4	2.2	1.5	4.3	-18%	i	-6	-4.0	601	6%	9%
O=C(CN1CCC(C(=O)c2cccc(Cl)c2)CC1)Nc1cccc(C(=O)O)c1	1.2	1421	i	0.29	-0.32	0.25	1	2.1	2.2	6.1	18%	i	-2	0.4	1582	-25%	0%
Nn1c(CSc2ccccn2)nc2ccccc2c1=O	-1.4	902	i	-0.044	-0.093	0.23	-0.12	3.0	1.7	3.5	-19%	i	8	·	·	-32%	12%
O=C(c1cn(-c2ccccc2)nc1-c1cccs1)N1CCN(c2ccccn2)CC1	-0.22	1133	i	-0.23	-0.27	0.16	0.27	8.8	5.5	3.4	-20%	i	1	·	·	-22%	-1%
Cc1sc2ncnc(OCC(=O)N3CC(=O)Nc4ccccc43)c2c1C	0.66	1146	i	2.4	-0.17	0.72	-0.91	1.8	1.7	6.8	3%	i	-7	0.0	1023	-12%	15%
COc1ccc([N+](=O)[O-])cc1NC(=O)Nc1cccc(Cl)c1	-0.82	960	i	0.74	-0.17	1.5	-1	2.3	2.3	6.9	11%	i	-47	-1.3	564	6%	12%
Cc1nc2cccc(C(=O)NCc3ccccc3)c2o1	0.47	1473	i	-1.1	-0.21	-0.42	0.41	2.5	2.8	5.2	0%	i	17	-1.1	1438	-24%	-39%
Cc1ccsc1C(=O)N1CCCC(C(=O)c2cc(F)ccc2F)C1 (stereo not given)	0.4	1408	i	1.1	-0.31	0.65	0.01	4.7	2.1	6.8	10%	i	-39	-2.1	1128	-29%	-4%
Cc1noc(C)c1S(=O)(=O)N(Cc1ccccc1)C(C)C	·	·	i	0.096	-0.28	-0.045	0.075	·	·	·	16%	·	·	-3.3	1212	-8%	1%
COc1cc(C(=O)NCC(=O)N/N=C(/C)c2ccc3c(c2)CCCC3)cc(OC)c1OC	-0.4	1533	i	-0.42	-0.28	0.076	0.17	4.3	1.6	2.8	20%	i	22	-1.8	1078	-17%	7%
O=C(COC(=O)C1=COCCO1)Nc1ccc2c(c1)OCO2	0.76	1147	i	1.4	-0.12	0.63	-0.61	1.6	2.3	7.2	1%	i	2	-6.1	842	-17%	16%
